Screening data: PubChem BioAssay, several laboratories
PLC-beta3 inh = inhibitors of human phospholipase C beta3. Purified PLC-beta3, fluorogenic substrate, fluorescence. inhibition, % at 12.2 µM. 370,000 tested, 0.18% active; in the data active means inhibition above about 11%;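 further: 0% = median of compound wells on plate and 100% = full blocker control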
HGIII-sPLA2 inh = Inhibits HGIII-sPLA2 liposome hydrolysis, primary screen. QFRET BODIPY PC-A2 liposome hydrolysis, fluorescence. inhibition, % at 12.2 µM. 370,000 tested, 0.56% active. AID 743126;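 active means inhibition above mean plus 3 SD of compounds lying within the high and low control bounds, cut at about 19% in these data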;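 further: 0% = median of test compound wells and 100% = no enzyme DMSO wells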
NR1D1 modulator = Rev-erb alpha (human) modulation | activity, % at 10 µM | P20393 | 370,000 tested, 0.79% active | Rev-erbα–FITC-DNA binding, fluorescence polarization, 90 min | AID 1259318;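 active means activity above about 14%, limit read from the data; passing the limit was not always enough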;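 further: 0% = DMSO wells with 35 nM protein and 100% = DMSO wells with 750 nM protein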
PLCg1 inh = inhibitors of human phospholipase C gamma1; purified PLC-gamma1, fluorogenic substrate, fluorescence; AID 720700; P19174; inhibition, % at 12.2 µM; 370,000 tested, 0.84% active; in the data active means inhibition above about 9.5%
ARFGAP1 inh = rat ARFGAP1 inhibition. Arfgap1-stimulated ARF1 GTP hydrolysis, GDP FP detection. AID 651572. 360,000 tested, 0.26% active. inhibition, % at 16.5 µM. Q62848;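 active means inhibition above a per-plate limit, mean inhibition of low control wells plus 3 SD, cut at about 25% in these data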;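 further: 0% = DMSO wells with enzyme and 100% = wells lacking Arfgap1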
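System: truncated rat Arfgap1 GAP domain / Benchmarks: high control wells lacking Arfgap1, low control full reaction with DMSO / Times: compound-enzyme preincubation 20 min, reaction 120 min, detection 60 min, 25 °C / Repeats: one replicate per compound / Also added: human ARF1(Δ1-17)-GTP substrate / Measured by: Tracer-displacement fluorescence polarization with EDTA stop, 620/688 nm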
ASAP1 inh = ASAP1 ArfGAP inhibition | Q9ULH1 | ASAP1-stimulated ARF1 GTP hydrolysis, GDP FP detection | inhibition, % at 16.5 µM | 360,000 tested, 0.19% active; in the data active means inhibition above about 25%;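 further: 0% = vehicle with enzyme and substrate and 100% = no enzyme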
KLK7 zymogen act = activates the human kallikrein-7 zymogen | purified proKLK7, EDANS-DABCYL substrate fluorescence; 100% is mature enzyme control, 0% vehicle | AID 652039 | 370,000 tested, 0.9% active | activation, % at 7 µM;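 active means activation above the mean of all tested compounds plus 3 SD, computed per campaign excluding outliers beyond control limits, cut at about 13% in these data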
DDE Tn6 FP inh = inhibitors of Tn6 peptide binding to human fibrin DD(E); P02675; Fibrin DD(E) TRITC-Tn6 fluorescence polarization displacement; inhibition, % at 8.3 µM; 370,000 tested, 0.21% active; AID 720509;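 active means inhibition above a per-campaign cutoff: mean of compounds within control limits plus 3 SD, cut at about 15% in these data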;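 further: 0% = median of all compound wells on the plate and 100% = blocking peptide control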
DDE Tn7 FP inh = DD(E)-Tn7 binding inhibition, primary FP screen; FP displacement of FITC-Tn7 peptide from fibrin DD(E); 0% = median of compound wells per plate; 370,000 tested, 0.13% active; inhibition, % at 8.3 µM; P02675;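 active means inhibition above the mean of compounds falling within the control limits plus 3 SD of them, cut at about 14% in these data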;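 further: 0% = plate median of compound wells and 100% = 10 µM Aha-Tn7 peptide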
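Assay system: Human clot-derived fibrin DD(E) complex | Buffer or medium: Tris/NaCl/CaCl2 buffer, pH 7.8 | Repeats: One replicate per compound | Benchmarks: Aha-Tn7 high control | Measure: % inhibition scaled between sample-field median and high-control FP | Schedule: 10 min plus 3 h, room temperature | Signal: Fluorescence polarization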
UHRF1 binding = UHRF1 methyl-DNA binding inhibition. UHRF1 binding to methylated oligo, TR-FRET. inhibition, % at 4.4 µM. 370,000 tested, 0.75% active. AID 687016; in the data active means inhibition above about 21%;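 further: UHRF1 SRA domain binding a hemimethylated CpG hairpin DNA probe; 0% = median of test compound wells and 100% = reference inhibitor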
* marks the source's active call; other numbers are inactive results; i = inactive.

Preview, 2 compounds:
cpd | PLC-beta3 inh | HGIII-sPLA2 inh | NR1D1 modulator | PLCg1 inh | ARFGAP1 inh | ASAP1 inh | KLK7 zymogen act | DDE Tn6 FP inh | DDE Tn7 FP inh | UHRF1 binding | mol
1 | 0 | 3 | 4 | 0 | 4 | 11 | -0.4 | -2 | 3 | 1 | O=c1nc(N2CCCCCC2)nc(N2CCCCCC2)[nH]1
2 | 1 | 2 | -2 | 2 | 13 | 0 | -0.3 | 2 | 3 | -2 | CC(C)CN1CCN=C1Nc1ccccc1

The whole of this part, from the start:
cpd | PLC-beta3 inh | HGIII-sPLA2 inh | NR1D1 modulator | PLCg1 inh | ARFGAP1 inh | ASAP1 inh | KLK7 zymogen act | DDE Tn6 FP inh | DDE Tn7 FP inh | UHRF1 binding | mol
1 | 0 | 3 | 4 | 0 | 4 | 11 | -0.4 | -2 | 3 | 1 | O=c1nc(N2CCCCCC2)nc(N2CCCCCC2)[nH]1
2 | 1 | 2 | -2 | 2 | 13 | 0 | -0.3 | 2 | 3 | -2 | CC(C)CN1CCN=C1Nc1ccccc1
3 | -2 | 3 | -5 | -3 | 1 | -1 | 0.6 | 0 | 1 | 0 | CCCCN(C(=O)C1CCC1)c1c(N)n(CCC)c(=O)[nH]c1=O
4 | -71 | -5 | 0 | -51 | 13 | -7 | 16* | 0 | 7 | -4 | CS(=O)(=O)Oc1ccc2c(c1)O/C(=C\c1cccnc1)C2=O
5 | -10 | 1 | 4 | -6 | 2 | -1 | -0.1 | -5 | -5 | 0 | CCOC(=O)c1c(C)c(/C=N/Nc2ccccc2)n(C)c1C
6 | 3 | -1 | 0 | 5 | 7 | 14 | 0.3 | -6 | 2 | -7 | O=C1CCCC2=C1C1(O)C(=O)c3ccccc3C1(O)O2 (stereo not given)
7 | -7 | 3 | 5 | 0 | 0 | 5 | 0.4 | 2 | -3 | 0 | CCc1ccc(C(=O)N2CCN(c3ccc(NC(=O)c4ccco4)cc3)CC2)cc1
8 | -5 | 0 | 8 | 2 | -1 | -3 | 0.0 | 0 | -2 | 2 | O=C(Nc1cccc2c1CCCC2)c1ccc(F)cc1
9 | -4 | -20 | 5 | -3 | 3 | -2 | 0.0 | 5 | -2 | 1 | COc1ccc(-c2nc(CN3CCC(c4ccccc4)CC3)c(C)o2)cc1OC
10 | 2 | 3 | 0 | 4 | 3 | 2 | -0.1 | -3 | 0 | 3 | O=C(NC1CCCCC1)c1cccc(COCC(F)(F)F)c1
11 | -4 | 1 | 1 | 2 | 0 | 9 | -0.2 | 9 | -7 | -2 | Cc1c(C)[n+](=O)c2c(n1[O-])C(Br)CCC2Br (stereo not given)
12 | -8 | 6 | -1 | 3 | 8 | 1 | -0.4 | 3 | 1 | -4 | O=c1cc(N=Nc2ccc(Cl)cc2)[nH]c(=O)[nH]1
13 | -1 | 9 | -1 | -2 | -12 | -8 | 0.2 | 16* | 3 | -3 | N#Cc1ccc(NC(=O)CSc2n[nH]c(=O)n2C2CC2)cc1
14 | 0 | 1 | 2 | 0 | -2 | -3 | 0.2 | -3 | 3 | 0 | C=CCNC(=O)C12CC3CC(C1)CC(C(=O)NCC=C)(C3)C2
15 | -5 | 3 | 3 | 0 | 8 | -14 | 0.5 | 4 | 7 | 2 | Cc1ccc(C(O)c2cccnc2)o1 (stereo not given)
16 | -1 | -1 | 2 | 2 | 4 | 4 | -0.2 | 4 | -5 | -1 | COc1ccc(OC)c(S(=O)(=O)Nc2cccnc2)c1
17 | -1 | -4 | -1 | 2 | -12 | -6 | -0.5 | 6 | -7 | -1 | O=C(O)c1ccc(-c2nc(-c3ccc(Cl)cc3)cs2)cc1
18 | -3 | 5 | 0 | 0 | 4 | 11 | 0.3 | 5 | 0 | 5 | CC(=O)N/C(=C/c1ccccc1)C(=O)N1CCCCC1
19 | 5 | 5 | 2 | 4 | -6 | 10 | 0.1 | -7 | -4 | 1 | CCC(=O)NCCc1nc(-c2ccccc2)no1
20 | -1 | -4 | -4 | 1 | 5 | 12 | 0.8 | 2 | -5 | 0 | N#CC1=C(N)N(c2ccccc2)C(c2cccc([N+](=O)[O-])c2)C1(C#N)C#N (stereo not given)
21 | 0 | 0 | -6 | -2 | 9 | -2 | 0.3 | -2 | -5 | -1 | COc1ccc(CCNC(=O)c2ccco2)cc1
22 | -3 | 1 | -1 | -1 | 3 | 12 | 0.0 | 5 | -3 | -2 | COC(=O)c1scc(C)c1NC(=O)c1ccccc1F
23 | -4 | 3 | 6 | 3 | 4 | -2 | 0.3 | -4 | -3 | -2 | CC(=O)c1ccc(NC(=O)COC(=O)CCc2ccc(S(=O)(=O)N3CCOCC3)cc2)cc1
24 | -10 | -4 | 0 | -2 | 2 | -5 | 0.0 | 2 | -15 | 2 | Cc1ccc(C)n1-c1ccc(C(=O)/C=C/N(C)C)cc1
25 | 2 | 10 | -12 | 4 | 6 | 5 | 0.1 | 1 | -4 | -16 | O=C1C=C(Nc2ccccc2)C(=O)c2ccccc21
26 | 1 | -2 | 3 | 4 | -2 | 2 | 1.1 | -2 | -8 | 7 | O=C(CSc1nc2c(sc3ccccc32)c(=O)n1CCc1ccccc1)NCc1ccco1
27 | -23 | -6 | -3 | -18 | -9 | 4 | 0.8 | 0 | -3 | 1 | COCCN1CN(S(=O)(=O)c2ccc(Cl)cc2)c2nc3ccccc3nc21
28 | -2 | 8 | 5 | 1 | 5 | 8 | -0.4 | 5 | 2 | 1 | COc1ccc([C@H]2CC(=O)C[C@@H](CCn3cc(-c4nccn4C)nn3)O2)cc1
29 | -6 | 9 | 2 | -1 | -5 | 9 | 1.0 | 5 | 5 | 2 | O=C1NC(c2ccc(Cl)cc2)=COc2ccccc21
30 | 1 | 0 | 1 | -2 | -4 | -6 | 0.2 | 8 | 5 | -3 | CCNC(=S)N1CCN(CCNC2=CC(=O)CC(C)(C)C2)CC1
31 | 2 | 8 | -4 | -1 | 14 | -6 | -0.2 | -1 | 6 | 2 | COc1ccc(CCNC(=O)c2ccc(F)c(S(=O)(=O)N3CCCCC3)c2)cc1
32 | -6 | 1 | 4 | 0 | 11 | 8 | 0.9 | -3 | -11 | -2 | CC1CCCN(S(=O)(=O)c2ccc(Cl)s2)C1 (stereo not given)
33 | 1 | 2 | 0 | -2 | -12 | -8 | -0.3 | -1 | 7 | 1 | COCCN1C(=O)c2ccccc2C1c1nnnn1Cc1ccccc1 (stereo not given)
34 | -2 | 14 | -1 | 2 | -3 | 5 | 0.3 | 0 | 4 | 4 | COc1ccc(/C=N/NC(=O)C[n+]2ccccc2)c(OC)c1OC
35 | -7 | 4 | -3 | 0 | -9 | -11 | 0.3 | 9 | 6 | 4 | Cc1ccc(NC(=O)CN(C)C(=O)c2nn(C)c(=O)c3ccccc23)cc1
36 | -1 | 0 | 1 | 3 | -11 | 1 | 0.3 | -4 | -9 | 6 | COc1ccc(N2CCN(C3CC(=O)N(Cc4ccc(N5CCCC5=O)cc4)C3=O)CC2)cc1 (stereo not given)
37 | 0 | 9 | 4 | -5 | 5 | 5 | 0.7 | -5 | -4 | 5 | COC(=O)C(NC(=O)c1ccco1)(Nc1nc(C)cs1)C(F)(F)F (stereo not given)
38 | -2 | -5 | 1 | 0 | 9 | 5 | 0.3 | 6 | -1 | -2 | CCOc1ccc(C(=O)NC(=S)Nc2ccc(N3CCOCC3)c(Cl)c2)cc1[N+](=O)[O-]
39 | -59 | 15 | 1 | -49 | 4 | 12 | 0.6 | 7 | 8 | -1 | CCOc1ccc(CNc2ccc3c(c2)nc(C)n3C)cc1
40 | -2 | -2 | -2 | 0 | 15 | 2 | -0.1 | -5 | -1 | -4 | CCc1noc(C)c1C(=O)NCCc1ccc(Cl)cc1
41 | -4 | 3 | 6 | 0 | -7 | 6 | 0.0 | 6 | 10 | -2 | CCN1CCN(C(=O)c2ccc(Cl)c(S(=O)(=O)N3CCCCC3)c2)CC1
42 | -1 | -2 | 8 | 2 | 11 | -17 | 0.3 | -5 | 3 | 2 | CCCCOc1ccc(CN(CCO)CCO)cc1[N+](=O)[O-]
43 | -118 | 3 | -13 | -80 | -6 | 7 | 15* | 1 | -1 | -6 | COc1ccc2oc(=O)c(/C(N)=N/NC(=O)c3ccncc3)cc2c1
44 | 3 | 2 | 4 | 1 | 12 | 11 | 0.0 | -3 | -2 | -3 | CCOC(=O)CSc1nnc(CNC(=O)c2ccc(OC)cc2OC)n1C
45 | -11 | 3 | 2 | -2 | 1 | -5 | 0.1 | 1 | 8 | 1 | Cc1ccccc1C(=O)c1c[nH]c(C(=O)NCCc2ccccn2)c1
46 | -6 | -6 | 0 | 1 | 2 | 4 | 0.1 | 3 | -5 | -1 | COc1ccc(C(C(=O)NC(C)(C)C)N(Cc2ccc(F)cc2)C(=O)CCC(=O)Nc2cc(C)on2)cc1 (stereo not given)
47 | -19 | -16 | -7 | -15 | -3 | -9 | 0.2 | 0 | -10 | 3 | Cc1ccc2cccc(OCCOCCOc3ccccc3Br)c2n1
48 | 6 | 5 | 3 | 4 | 1 | -3 | -0.2 | 8 | 0 | 0 | Cc1nc(=O)c(-c2ccccc2)c(C)n1CCO
49 | i | 5 | -2 | i | -5 | 5 | 67* | 1 | -1 | -1 | CCN(CC(=O)NCc1cccs1)C(=O)/C=C/c1cc(OC)ccc1OC
50 | -1 | 1 | 8 | 1 | 9 | 11 | -0.2 | -9 | 2 | 4 | CC(=O)c1cccc(S(=O)(=O)Nc2cc(C(F)(F)F)ccc2N2CCOCC2)c1
51 | 1 | -20 | -1 | 0 | -3 | 7 | -0.1 | -6 | 3 | -2 | COc1ccc(-c2nnc(SCc3ncc(-c4ccccc4)o3)o2)cc1
52 | 4 | 0 | -2 | -2 | 2 | -3 | -0.3 | -2 | -3 | -2 | C/C(=N\Nc1nc(Nc2ccccc2)nc(N2CCOCC2)n1)c1cccs1
53 | -8 | -4 | -3 | -1 | -4 | 5 | -0.4 | 6 | 3 | 17 | CC(C)(C)c1ccc(S(=O)(=O)N2CCN(c3ccccn3)CC2)cc1
54 | 1 | 19 | -5 | 1 | 15 | 9 | -0.2 | -4 | 7 | 2 | COc1ccc(-c2nc3c(c4nnc(SC(C)C(=O)Nc5ccccc5)n24)COC(C)(C)C3)cc1 (stereo not given)
55 | -31 | -2 | 1 | -24 | -11 | -1 | 0.3 | -1 | 1 | -4 | C=CCOc1c(CNc2ccc(C(=O)O)cc2)cccc1OCC
56 | -37 | -9 | 4 | -18 | 1 | -1 | 0.7 | -4 | 0 | -6 | N#CC/C(N)=N/Nc1nc2ccccc2nc1Cc1ccccc1
57 | -6 | 7 | 4 | -5 | 7 | 11 | -0.2 | -8 | -6 | 4 | CCCN1CCN(C(=O)c2cn(CC(C)C)c(=O)c3cc(OC)c(OC)cc23)CC1
58 | 0 | -3 | 5 | -2 | -9 | -4 | 0.2 | 3 | -3 | 1 | Nc1nc(SCc2ccc(Cl)cc2)[nH]c(=O)c1-c1ccccc1
59 | 0 | 0 | -5 | 5 | 7 | 12 | -0.4 | 2 | -5 | -2 | CCCCn1c(SC(C)C(N)=O)nc2cc(C(=O)OC)ccc2c1=O (stereo not given)
